# Compound activity: PubChem BioAssay, several laboratories
# dFosB activator: enhances mouse delta FosB homodimer DNA binding; purified delta FosB, TAMRA-CDK5 oligo fluorescence polarization; percent of positive-control signal above neutral wells; actives 0.99% (n = 340,000); AID 493131; activation, % at 25 µM; P13346;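 active = mean activation above about 17%, with every replicate also reaching it, limit read from the data, passing the limit was not always enough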;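 note: fluorescence polarization rise as delta FosB binds a TAMRA Cdk5 AP-1 oligo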
# Rtt109 HAT inh: inhibitors of Candida albicans Rtt109/Vps75 histone acetyltransferase | inhibition, % at 34.9 µM | AID 540336 | actives 0.16% (n = 330,000) | purified Rtt109/Vps75, ThioGlo CoA-SH fluorescence, 4 h;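 active = inhibition of at least 50% in every replicate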
# Target sequence (Q5AAJ8 whole entry, looked up): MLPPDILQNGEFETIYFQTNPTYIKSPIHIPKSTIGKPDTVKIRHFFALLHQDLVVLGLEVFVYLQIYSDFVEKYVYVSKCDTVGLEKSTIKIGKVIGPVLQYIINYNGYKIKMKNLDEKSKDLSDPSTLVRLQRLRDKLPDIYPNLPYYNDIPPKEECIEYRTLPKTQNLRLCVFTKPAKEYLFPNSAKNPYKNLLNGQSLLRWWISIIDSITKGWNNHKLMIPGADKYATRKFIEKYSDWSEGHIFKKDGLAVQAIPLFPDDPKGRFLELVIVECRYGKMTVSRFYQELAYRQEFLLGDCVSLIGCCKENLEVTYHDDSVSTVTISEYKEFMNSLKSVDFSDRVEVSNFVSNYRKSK
# V-ATPase pHluor: yeast V-ATPase proton transport regulation by pHLuorin. response, % at 10 µM. S. cerevisiae, pHLuorin cytosolic pH fluorescence. actives 0.37% (n = 350,000); in the data active = response mostly above about 7.3%, no sharp cut-off; inactive = mostly below about 5.4%; note: actives read high; inactives centre near 0; some compounds called inactive have numbers as strong as hits
# CDK5 inh: blocks human CDK5/p35 kinase activity; actives 0.01% (n = 330,000); inhibition, % at 10 µM; Recombinant CDK5/p35, ADP-Glo luminescence, 60 min; Q00535+Q15078;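 active = highest replicate inhibition of at least 50% and at least 75% of replicates reaching 50%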;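 note: plate controls were DMSO neutral control for no effect and GW8510 at 10 µM for full effect; many of its hits are not listed in these tables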
# Target sequence (Q00535 whole entry, looked up): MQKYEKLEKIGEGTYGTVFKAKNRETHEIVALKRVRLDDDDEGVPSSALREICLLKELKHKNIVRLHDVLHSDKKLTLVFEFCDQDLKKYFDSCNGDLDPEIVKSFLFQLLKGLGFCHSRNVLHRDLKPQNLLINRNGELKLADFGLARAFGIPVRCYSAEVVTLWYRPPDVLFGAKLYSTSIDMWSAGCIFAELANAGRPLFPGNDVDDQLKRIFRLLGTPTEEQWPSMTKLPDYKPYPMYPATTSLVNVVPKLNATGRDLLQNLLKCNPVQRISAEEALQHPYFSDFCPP
# Target sequence (Q15078 whole entry, looked up): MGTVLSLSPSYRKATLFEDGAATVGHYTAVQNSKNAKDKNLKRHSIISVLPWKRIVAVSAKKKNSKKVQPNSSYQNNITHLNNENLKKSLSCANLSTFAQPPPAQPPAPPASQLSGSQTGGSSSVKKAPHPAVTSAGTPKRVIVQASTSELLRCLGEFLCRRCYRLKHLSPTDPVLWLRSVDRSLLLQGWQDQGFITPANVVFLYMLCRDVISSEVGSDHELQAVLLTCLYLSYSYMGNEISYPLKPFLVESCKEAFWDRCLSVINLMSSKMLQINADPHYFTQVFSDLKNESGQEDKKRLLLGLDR
# Wnt bcat act: activates Wnt/beta-catenin signaling in a reporter cell assay | activator, plate reader | activation, % at 9.35 µM | actives 1.2% (n = 300,000) | AID 743398; in the data active = activation above about 30%, passing the limit was not always enough;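 note: 0% = neutral control wells and 100% = positive control wells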
# MITF act: MITF TRPM1 promoter activation in melanoma cells. actives 0.75% (n = 300,000). SK-MEL-5 TRPM1-promoter luciferase, 24 h; % of positive control, neutral wells = 0. activation, % at 12.5 µM;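 active = mean activation of at least 80% with every replicate also reaching 80%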;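 note: 0% = neutral control wells and 100% = parthenolide positive control wells; values of inactives mirror those of a sister screen read the other way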
# Tat transport: E. coli Tat transport inhibition | E. coli MC4100 TorA-mCherry Tat export, fluorescence | inhibition, % at 10 µM | actives 0.036% (n = 340,000) | AID 488895;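 active = mean replicate inhibition at least 50% and at least half of replicates individually reaching 50%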;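 note: exported cargo escapes ClpAP degradation while cytoplasmic cargo is degraded and loses fluorescence; 0% = median of neutral control wells and 100% = median of NaSCN control wells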
# cardiac RTF act: increases calcium sensitivity of human cardiac regulated thin filaments | P19429+P45379 | IANBD-labeled TnC RTF fluorescence at EC20 calcium; 0% EC20 calcium, 100% full calcium | activation, % at 7.2 µM | actives 0.24% (n = 340,000) | AID 493008;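 active = activation above the mean over all tested compounds plus 3 SD, cut at about 30% in these data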;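 note: rise in fluorescence read as greater calcium sensitivity of cardiac thin filaments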
# CAL PDZ FP-1: blocks peptide binding to human CAL PDZ domain; inhibition, % at 20 µM; purified CAL PDZ, TMR-peptide fluorescence polarization, 1 h; Q9HD26; actives 0.02% (n = 330,000); AID 504414;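 active = highest replicate inhibition of at least 40%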;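 note: plate controls were DMSO neutral control wells for no effect and unlabeled competitor peptide control wells for full effect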
#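 Read-out basis: mP drop reported as inhibition | Assay system: Tagged CAL PDZ protein CerCALP, purified | Benchmarks: Unlabelled peptide for full inhibition, DMSO wells as neutral | Schedule: 1 h incubation at room temperature before polarization reading | Buffer or medium: Sodium phosphate/NaCl buffer pH 7.4 with TCEP, IgG, Thesit | Doses: Single point, 20 µM | Measured by: Fluorescence polarization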
# CAL PDZ FP-2: blocks peptide binding to the human CAL PDZ domain; purified CAL PDZ, TMR-peptide fluorescence polarization, 1 h; inhibition, % at 24.9 µM; actives 0.92% (n = 300,000); AID 602252;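 active = mean inhibition of at least 30% with at least half of replicates also reaching 30%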;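 note: 0% = DMSO neutral control and 100% = excess unlabeled competitor peptide PRC23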
# Starred values were filed as active, the others as inactive; . = no result given. An unsorted share of the library. About 4.1% of those tested had a hit in this group.
dFosB activator	Rtt109 HAT inh	V-ATPase pHluor	CDK5 inh	Wnt bcat act	MITF act	Tat transport	cardiac RTF act	CAL PDZ FP-1	CAL PDZ FP-2	Molecule
-1	-8	6	0.6	-5	3	-3	-2	-1.3	0	COc1cccc(C(=O)COC(=O)c2ccc(NC(=O)c3ccccc3)cc2)c1
-3	.	-1	4.7	-2	-5	-8	-6	-2.3	1	Cc1ccc(-c2cc(C(=O)N3CCc4ccccc4C3)no2)cc1
-9	19	0	0.0	0	-7	2	6	-0.8	5	Cc1cccc(OCC(=O)NC(Cc2c[nH]c3ccccc23)C(=O)O)c1C (stereo not given)
-11	-5	-2	1.5	0	-9	8	-4	-0.1	-5	CN(C)S(=O)(=O)c1cccc(C(=O)OCC(=O)NC2CCCc3ccccc32)c1 (stereo not given)
-10	14	-6	-1.3	-1	-5	13	1	-2.3	-4	CC(CS(=O)(=O)c1ccc2c(c1)NC(=O)CS2)C(=O)NCc1ccccc1Cl (stereo not given)
2	-28	-1	-0.8	.	7	0	2	-1.1	0	COC(=O)c1cc(-c2ccc3c(c2)OCO3)nc2ccccc12
-7	-5	3	0.8	.	-6	0	6	-1.4	-2	Cc1ccc(NC(=O)C/C(N)=N/O)cc1C
4	2	-5	0.1	0	1	4	-1	0.0	-5	CS(=O)(=O)Nn1cnc2ccccc2c1=O
1	3	-2	0.2	0	-2	0	-2	-0.8	-6	CCOC(=O)n1c(=O)[nH]c2ccc(Br)cc21
-3	8	2	2.0	-3	1	0	10	-0.2	-6	CCCCCC[N+](C)(C)CCSSCC[N+](C)(C)CCCCCC
1	6	-1	-3.1	0	-2	-1	-2	-1.1	.	O=C(N/N=C/c1ccccc1O)C1SCCCS1
2	-2	-5	-0.6	0	-6	4	-4	.	-2	CCNc1c(N)c(=O)oc2ccccc12
0	4	-1	0.1	-4	29	-5	-1	-3.3	-1	COCc1cc(C)nc(SCC(=O)c2ccc(O)c(O)c2)c1C#N
-10	1	0	0.7	3	16	7	-2	-1.3	-2	Cc1ccc(C(=O)NCC2CCCN2S(=O)(=O)c2ccc(C)cc2)cc1 (stereo not given)
-7	3	-1	-2.2	5	-11	5	-1	-0.9	0	CC(C(=O)c1ccc(-c2ccccc2)cc1)[n+]1cccc(Br)c1 (stereo not given)
7	9	4	-0.7	.	0	-4	-4	-0.9	-1	COC(=O)c1ccc(CSc2nc3ccccc3c(=O)n2-c2ccccc2)o1
-5	28	0	11	-4	12	-4	-6	-2.8	0	COc1ccccc1NS(=O)(=O)c1cc(NC(=O)c2sccc2C)ccc1N1CCOCC1
35*	0	-2	-4.2	.	8	-7	5	-3.2	-3	COCCCNC(=O)Cn1nnc(-c2ccc(NC(=O)c3ccc(F)cc3)cc2)n1
-11	3	-3	-2.1	-4	-10	-1	3	-0.4	-3	COc1ccc(OCCN2CCN(S(=O)(=O)c3ccccc3C#N)CC2)cc1
-1	2	8	-3.4	11	3	3	5	-1.4	0	COCCn1c(=NC(=O)CSCC(=O)N2CCOCC2)sc2cc(C)ccc21

# Sorted by length of the SMILES (high to low): some entries from above.
dFosB activator	Rtt109 HAT inh	V-ATPase pHluor	CDK5 inh	Wnt bcat act	MITF act	Tat transport	cardiac RTF act	CAL PDZ FP-1	CAL PDZ FP-2	Molecule
-5	28	0	11	-4	12	-4	-6	-2.8	0	COc1ccccc1NS(=O)(=O)c1cc(NC(=O)c2sccc2C)ccc1N1CCOCC1
35*	0	-2	-4.2	.	8	-7	5	-3.2	-3	COCCCNC(=O)Cn1nnc(-c2ccc(NC(=O)c3ccc(F)cc3)cc2)n1
-1	2	8	-3.4	11	3	3	5	-1.4	0	COCCn1c(=NC(=O)CSCC(=O)N2CCOCC2)sc2cc(C)ccc21
-7	3	-1	-2.2	5	-11	5	-1	-0.9	0	CC(C(=O)c1ccc(-c2ccccc2)cc1)[n+]1cccc(Br)c1 (stereo not given)
0	4	-1	0.1	-4	29	-5	-1	-3.3	-1	COCc1cc(C)nc(SCC(=O)c2ccc(O)c(O)c2)c1C#N
2	-28	-1	-0.8	.	7	0	2	-1.1	0	COC(=O)c1cc(-c2ccc3c(c2)OCO3)nc2ccccc12
-3	8	2	2.0	-3	1	0	10	-0.2	-6	CCCCCC[N+](C)(C)CCSSCC[N+](C)(C)CCCCCC
1	3	-2	0.2	0	-2	0	-2	-0.8	-6	CCOC(=O)n1c(=O)[nH]c2ccc(Br)cc21
-7	-5	3	0.8	.	-6	0	6	-1.4	-2	Cc1ccc(NC(=O)C/C(N)=N/O)cc1C
4	2	-5	0.1	0	1	4	-1	0.0	-5	CS(=O)(=O)Nn1cnc2ccccc2c1=O
2	-2	-5	-0.6	0	-6	4	-4	.	-2	CCNc1c(N)c(=O)oc2ccccc12

# Continued.
dFosB activator	Rtt109 HAT inh	V-ATPase pHluor	CDK5 inh	Wnt bcat act	MITF act	Tat transport	cardiac RTF act	CAL PDZ FP-1	CAL PDZ FP-2	Molecule
-2	12	0	0.3	-1	12	-5	0	-0.4	.	CCC(C)c1ccc(NC(=S)NCc2ccccn2)cc1 (stereo not given)
-1	-10	0	0.5	2	-2	-1	2	-2.2	-2	CCOc1ccc(NC(=O)C2CCC(CNc3c(N4CCCCC4)c(=O)c3=O)CC2)cc1 (stereo not given)
-15	1	-8	-0.5	-1	12	1	6	-1.3	-6	NNC(=O)c1[nH]c2ccc(Br)cc2c1-c1ccccc1
-3	1	-1	-0.8	-3	-3	0	2	0.0	-4	CNC(=O)CN1C(=O)CSc2ncccc21
-12	6	-1	-0.3	2	17	4	-6	-0.7	-1	Cc1cccc(C)c1NC(=O)CN(C)C(=O)c1ccc(-c2cccc(C(F)(F)F)c2)o1
2	-6	1	0.7	16	52	4	1	-0.7	-2	COC(=O)c1cc(Cl)c(NC(=O)c2cc3ccccc3o2)cc1OC
-17	-10	-4	0.1	-17	-25	33	-3	1.2	-2	COc1cc([C@@H]2c3cc4c(cc3[C@@H](O)[C@H]3COC(=O)[C@H]23)OCO4)cc(OC)c1O[Si](C)(C)C(C)(C)C
-2	-1	2	1.4	-8	-3	-9	-4	-0.8	-5	O=C(CCNS(=O)(=O)c1ccc(Br)s1)NCc1ccc(F)cc1
-1	2	3	-2.0	3	-5	3	3	-0.7	1	CC(C)C(NS(=O)(=O)c1cccc2nsnc12)C(=O)NCc1ccco1 (stereo not given)
-6	-12	-3	-5.3	2	-5	11	3	-3.0	-1	CCCCN(C(=O)c1cc2ccccc2o1)c1c(N)n(CCCC)c(=O)[nH]c1=O
6	-3	-1	-0.4	1	2	-1	-1	-0.6	-4	CCOc1ccc(N(CC)S(=O)(=O)c2c(C)[nH]c(=O)[nH]c2=O)cc1
-12	15	-1	1.5	-10	13	5	-12	-1.6	-2	Cc1cccc2cc(-c3ccccc3)c(-c3ccccc3)c[n+]12
-4	-8	6	0.3	2	-1	-6	1	-0.4	-4	O=S(=O)(Nc1cccc(S(=O)(=O)N2CCCC2)c1)c1ccc(Cl)cc1
-3	-9	4	0.2	2	103*	3	4	0.0	.	Cc1cc(C)cc(NC(=O)c2cc(C)n(Cc3cccs3)c2C)c1
-8	-3	2	0.0	.	0	0	6	-0.8	-11	COC(=O)C1=C(C(=O)OC)SC(=C2C(=S)C(C)(C)N(C(=O)C3CC3)c3ccccc32)S1
3	6	-3	2.6	-1	6	-3	3	-0.9	-3	COc1ccc(CNCC(=O)Nc2cccc(S(N)(=O)=O)c2)cc1
-2	5	-2	0.1	28	14	-2	1	-2.1	-7	CCCn1cnc2cc(NC(=O)c3ccco3)ccc21
-5	9	-2	0.8	-2	-9	-3	-4	-1.9	-5	CCc1ccc(CNC(=O)c2ccc(OC3CCN(C(=O)COC)CC3)cc2)nc1
-9	21	7	-0.8	.	-7	5	2	-2.5	-2	COc1ccc(NC(=O)CN(C)C(=O)c2cccc(S(=O)(=O)N3CCN(Cc4ccccc4)CC3)c2)cc1
-10	-4	2	-2.5	-4	3	3	5	-1.3	1	C[N+](C)(CCOc1ccccc1)Cc1ccccc1 (tested in a mixture with another compound)
1	-8	-9	1.0	-5	-3	1	0	-1.1	-2	CCNc1nc(SC(C)C(=O)Nc2ccccc2)nc(N2CCOCC2)n1 (stereo not given)
-10	0	-3	2.4	6	12	13	2	-2.0	-6	O=C(O)COc1ccc(/C=C/C(=O)c2ccc(C3CCCCC3)cc2)cc1
47*	9	-3	-1.2	-3	1	-2	0	-1.1	.	Cc1ccccc1-n1nnnc1SCC(=O)NNC(=O)c1ccc(NC(=O)CC#N)cc1
1	-3	0	-0.4	-1	0	1	-2	-0.7	.	Cc1c(NC(=O)c2cc(-c3cccs3)on2)c(=O)n(-c2ccccc2)n1C
-1	-2	0	2.8	.	0	-7	-3	0.1	-3	CCOc1ccc2nc(SCC(=O)NC(=O)NCc3ccco3)[nH]c2c1
3	-1	3	-2.6	0	12	24	9	-2.7	0	Cc1ccccc1Nc1nc(N)nc(CSCC(=O)Nc2cccc(Br)c2)n1
1	-1	-2	-0.5	0	7	9	0	0.1	.	O=C(CN1CCCC1)NC(=O)NC1CCCC1
-13	3	-2	-2.9	.	3	0	-5	-3.8	-2	N#Cc1c(N)nc(SC2CCCCC2=O)c(C#N)c1-c1ccco1 (stereo not given)
-1	39	-2	-0.3	3	17	-3	4	-0.6	-1	CCN(CC(=O)NCCC1=CCCCC1)S(=O)(=O)c1ccccc1
3	1	-3	0.3	-2	1	-5	0	-3.3	-3	CCC(C)[C@H](N)c1nnc(SCC(=O)Nc2ccc(C)cc2C)o1 (stereo not given in full)
-14	-14	1	0.0	-2	-12	-7	2	-1.7	-1	COc1ccc(S(=O)(=O)N2CCOC2CNC(=O)C(=O)NCCCc2ccccc2)cc1 (stereo not given)
-3	5	1	-1.1	-1	18	6	-1	-0.3	.	COc1ccc(Nc2nnc(SCC3CCCCO3)s2)cc1 (stereo not given)
-9	-5	-6	-2.7	.	15	-3	3	-0.8	.	COC(=O)c1ccc2nc(C)c(C)nc2c1
-1	-14	-2	0.8	.	-1	-8	1	0.0	-3	COC(=O)c1ccc(Cl)c(NC(=O)CSc2ncn[nH]2)c1
6	3	0	-0.3	1	.	3	0	-1.8	-4	O=C(c1ccccc1)c1ccc(OCC(O)CNCc2ccc(Cl)cc2)cc1 (stereo not given)
